Bioassay records (PubChem)
a7 integrin act = qHTS for Activators of Integrin-Mediated Alleviation for Muscular Dystrophy; hit rate 0.064% among 350,000; alpha7betagal myoblasts, beta-gal FDG fluorescence, 48 h; AID 624291, 2012; Potency, µM (top dose mostly 38.3 µM), inactives show at the top dose activation, usual class: activators;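 also: potency is read from the fitted curve at half-maximal effect; 100% = response of the positive control SU9516; nearly all actives have a fitted effect of over 60% in size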
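Alpha7betagal+/- myoblasts (passage 13) were plated 16-24 hr, then exposed to compounds (1:260 dilution of DMSO stock) for 48 hours at 37C. After MPER lysis, β-galactosidase reporter activity was read as FDG fluorescence (ex 480/em 540) after 30 minutes.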
TSHR antagonist = Antagonists of the Thyroid Stimulating Hormone Receptor: HTS campaign. Thyrotropin receptor (Homo sapiens), P16473. activity change, negative = inhibition, % at 11.5 µM. hit rate 0.2% among 330,000. TSHR-expressing cells, TSH-stimulated cAMP HTRF, 2 h; stronger effect = lower value;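 active = activity change below a set negative limit, meaning inhibition stronger than a set level, cut at about -70% in these data; inconclusive = activity change between two set negative limits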; also: % is scaled to controls: 0 for no effect and ±100 for the full control effect
Target sequence (P16473 whole entry, looked up): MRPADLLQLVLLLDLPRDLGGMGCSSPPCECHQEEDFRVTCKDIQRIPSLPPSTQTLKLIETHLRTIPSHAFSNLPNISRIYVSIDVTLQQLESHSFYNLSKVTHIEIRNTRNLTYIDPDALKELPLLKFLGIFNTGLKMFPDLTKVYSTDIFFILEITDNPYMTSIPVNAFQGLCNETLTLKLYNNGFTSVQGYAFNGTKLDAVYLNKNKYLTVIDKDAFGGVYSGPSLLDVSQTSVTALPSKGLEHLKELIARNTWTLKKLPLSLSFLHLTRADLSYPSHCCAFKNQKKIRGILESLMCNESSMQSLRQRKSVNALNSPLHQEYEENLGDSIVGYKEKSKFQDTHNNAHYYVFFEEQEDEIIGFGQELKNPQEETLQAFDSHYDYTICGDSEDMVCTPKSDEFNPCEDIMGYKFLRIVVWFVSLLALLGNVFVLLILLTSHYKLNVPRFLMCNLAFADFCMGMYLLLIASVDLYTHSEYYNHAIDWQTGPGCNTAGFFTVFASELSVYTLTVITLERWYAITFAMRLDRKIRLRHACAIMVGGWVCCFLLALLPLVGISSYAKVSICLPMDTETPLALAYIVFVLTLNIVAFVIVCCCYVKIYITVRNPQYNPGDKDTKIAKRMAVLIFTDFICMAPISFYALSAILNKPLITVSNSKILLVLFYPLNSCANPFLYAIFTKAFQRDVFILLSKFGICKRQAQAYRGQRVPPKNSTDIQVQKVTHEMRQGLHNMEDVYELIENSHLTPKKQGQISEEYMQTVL
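Cell-based HTRF cAMP assay; TSHR cells + compound, TSH EC80 (4nM final), 2 h, 37 deg C. Lysis with anti-cAMP cryptate and cAMP-d2, 30 min RT, read 665/620 nm.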
MLL CXXC-DNA inh = qHTS Fluorescence Polarization Assay for Inhibitors of MLL CXXC domain - DNA interaction. MLL-CXXC / FITC-HOXA9 DNA fluorescence polarization. Potency, µM (titrated, usually from 115 µM), for the others: at the top dose activity change, negative = inhibition, hits mostly inhibitors. hit rate 0.037% among 290,000; active = well fitted inhibition curve with a large enough effect in the polarisation, with a control signal flat, not every such curve was filed as active; inconclusive = small, poorly fitted or top-dose-only effect, or effect the other way, or a change in a side signal; inactive = no such curve, though single readings can be large or run the other way; the % refers to the polarisation; also: potency is read from the fitted curve at half-maximal effect
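Steps: dispense CXXC domain solution (7 uM) → pin compounds or unlabeled HOX-A9 DNA control → 5 min ambient → add FLSN-HOX-A9 solution (50 nM) → spin → 30 min ambient → fluorescence polarization. Tris pH 7.5/NaCl/DTT/BSA buffer.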
PTAP TSG101 blk = qHTS Assay for Iinhibitors of HIV-1 Budding by Blocking the Interaction of PTAP/TSG101. Tumor susceptibility gene 101 protein (Homo sapiens), Q99816. Fluorescence polarization, FITC-PTAP peptide / Tsg101 binding. Potency, µM (top dose mostly 115 µM), without a hit: at the highest dose activity change, negative = inhibition, hits mostly inhibitors. 340,000 tested, under 10 active. AID 493005, 2010; active = well fitted inhibition curve with a large enough effect in the main read-out, with a control signal flat, not every such curve was filed as active; inconclusive = small, poorly fitted or top-dose-only effect, or effect the other way, or a change in a side signal; inactive = no such curve, though single readings can be large or run the other way; also: potency is read from the fitted curve at half-maximal effect; % of control where 0% means no effect
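Tsg101 binding domain (10 uM final) was mixed with compound and a FITC-labeled PTAP peptide (50 nM final) in HEPES pH 7.5 buffer with NaCl, Tween 20, EDTA and TCEP; fluorescence polarization was read after 20 min at r.t.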
MBNL1 CUG block = qHTS Assay for Inhibitors of MBNL1-poly(CUG) RNA binding; Muscleblind-like protein 1 (Homo sapiens), Q9NR56; TR-FRET MBNL1-His/biotin-(CUG)12 binding, 665/545 ratio; Potency, µM (top dose mostly 57.5 µM), inactives show at the highest dose activity change, negative = inhibition, most hits filed as inhibitors; hit rate 0.036% among 280,000; active = well fitted inhibition curve with a large enough effect in the signal ratio, with a control signal flat, not every such curve was filed as active; inconclusive = small, poorly fitted or top-dose-only effect, or effect the other way, or a change in a side signal; inactive = no such curve, though single readings can be large or run the other way; the % refers to the signal ratio; also: potency is read from the fitted curve at half-maximal effect; % is scaled to controls: 0 for no effect and ±100 for the full control effect
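Inhibition of protein-RNA binding appears as loss of TR-FRET between terbium anti-His antibody on MBNL1-His and streptavidin-XL665 on biotin-(CUG)12. Activity is normalized to buffer-only and uninhibited-complex controls.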
Mito fusion yeast = qHTS Assay for Small Molecule Inhibitors of Mitochondrial Division or Activators of Mitochondrial Fusion | S. cerevisiae fusion-defective mutant growth rescue, CellTiterGlo 48 h | Potency, µM (titrated, usually from 46.1 µM), without a hit: top-dose growth rescue (activation), most hits filed as activators | hit rate 0.23% among 320,000 | AID 485298, 2010;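 also: potency is read from the fitted curve at half-maximal effect; % of control where 0% means no effect; nearly all actives have a fitted effect of over 45% in size; temperature-sensitive fusion mutants such as fzo1-1 at 37 °C on non-fermentable ethanol glycerol medium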
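Temperature-sensitive fusion-defective S. cerevisiae (e.g. fzo1-1, mgm1-5) were grown with compound in YPEG medium (3% ethanol, 3% glycerol) for 48 hours at 37C. Growth rescue was measured as viability by CellTiterGlo luminescence after 10 minutes at ambient.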
AT treatment = qHTS Assay for Identifying a Potential Treatment of Ataxia-Telangiectasia; hit rate 0.19% among 320,000; AID 485349, 2010; […] A-T fibroblasts, KAP-1 phosphorylation AlphaLISA; neocarzinostatin DNA damage 30 min before lysis; Potency, µM (series often up to 57.5 µM), for inactives: at the highest dose activation, usual class: activators; also: potency is read from the fitted curve at half-maximal effect; % of control where 0% means no effect; nearly all actives have a fitted effect of over 45% in size
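ATM-like activity read as KAP-1 phosphorylation via AlphaLISA donor/acceptor antibody pairs after lysis and 6 hr at 25C. Cells were ATM-null patient fibroblasts ([…], hTERT), dosed 60 min, then exposed to the DSB inducer NCS for 30 min.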
TCR act = Activators of T cell receptors: qHTS campaign; AID 504894, 2011; primary human leukocytes, anti-CD3, IL-2 HTRF, 48 h; Potency, µM (highest dose often 9.22 µM), for inactives: at the highest dose activation of IL-2 secretion, actives largely listed as activators; 330,000 tested, under 10 active; also: % of control where 0% means no effect
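Human primary leukocytes + a-CD3 beads + cpd, 48 hr; IL-2 in supernatant by HTRF (ex 320nm / em 665nm). No co-stimulatory signal supplied.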
S-ASM inh = Inhibitors of Secretory Acid Sphingomyelinase (S-ASM): qHTS. Sphingomyelin phosphodiesterase (Homo sapiens), P17405. placental ASM, HMU-PC fluorogenic substrate, 60 min. Potency, µM (series often up to 57.5 µM), inactives show top-dose activity change, negative = inhibition, usual class: inhibitors. hit rate 0.006% among 340,000; also: potency is read from the fitted curve at half-maximal effect
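HMU-PC0 cleavage (9 uM final) by human placental ASM, 60 min at 37 °C following 10 min compound exposure at RT; stopped at pH 10, fluorescence Ex 386/Em 447 nm.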
Menin-MLL TR inh = qHTS Assay for Inhibitors Targeting the Menin-MLL Interaction in MLL Related Leukemias: Competition With Texas Red Labeled MLL-derived Mutant Peptide | O00255 | Menin + Texas Red MLL mutant peptide, fluorescence polarization | Potency, µM (top dose mostly 61.6 µM), for the others: at the top dose FP activity change, negative = inhibition, usual class: inhibitors | hit rate 0.23% among 270,000; active = well fitted inhibition curve with a large enough effect in the polarisation, with a control signal flat, not every such curve was filed as active; inconclusive = small, poorly fitted or top-dose-only effect, or effect the other way, or a change in a side signal; inactive = no such curve, though single readings can be large or run the other way; the % refers to the polarisation; also: potency is read from the fitted curve at half-maximal effect; % of control where 0% means no effect; many of its hits are not listed in these tables
* marks the source's active call; other numbers are inactive results; ? = inconclusive; . = not tested or not shown; [ ] = remark or other dose. Unless noted, calls follow the shape of the dose curve; as a rule, active = well fitted curve in the direction sought with a large enough effect; inconclusive = small, poorly fitted or top-dose-only effect, or another doubt; inactive = no such curve, though single readings can be large; an effect the other way counts as inactive or inconclusive. This is a subset (hit frequency here may not be typical).

SMILES	a7 integrin act	TSHR antagonist	MLL CXXC-DNA inh	PTAP TSG101 blk	MBNL1 CUG block	Mito fusion yeast	AT treatment	TCR act	S-ASM inh	Menin-MLL TR inh
Nc1nonc1-n1nnc(C(=O)N/N=C/c2cccc(Cl)c2)c1CN1CCCCCC1	-1%	.	.	-5%	.	.	.	-1%	0%	.
Cn1cccc1Cc1nnc(SCC(=O)NCC2CCCO2)n1-c1ccc(F)cc1 (centres undefined)	-22%	-1	0%	2%	2%	-2%	0%	9%	5%	-5%
CCOC(=O)CSC1=NC(=O)/C(=C\c2ccc(OC(C)=O)cc2)S1	-13%[7.66 µM]	-10	5%	-1%	?	-8%	-3%	.	-8%	.
CC(C)(C)NC(=O)NC(=O)COC(=O)c1ccco1	2%	8	-4%	-5%	0%	-2%	-9%	-1%	3%	-1%
COc1ccc(N(CC(=O)NC2CCCC2)C(=O)c2csnn2)cc1	-51%	-3	-1%	1%	3%	-8%	-1%	-32%[inhibitor][46.1 µM]	0%	-16%
O=C(NC(=S)NC1CCS(=O)(=O)C1)c1ccccc1 (centres undefined)	-21%	7	-8%	-5%	-5%	0%	9%	3%	5%	.
Cc1ccc2cc(C)c3nnc(SCC(=O)Nc4nc5c(s4)CCCC5)n3c2c1	.	4	-5%	.	-6%	-1%	7%	.	.	?
CC(C(=O)Nc1ccc(S(=O)(=O)N2CCCC2)cc1)N(C)CC(=O)Nc1cccc(F)c1 (centres undefined)	21%	.	.	-5%	.	.	-5%	-5%	-1%	.
CN(C)Cc1cc(C(F)(F)F)ccc1C(O)(c1ccccc1)c1ccccc1	-48%[inhibitor]	.	.	-1%	.	.	.	-3%	3%	.
COc1ccc(C2OCC(C)(C)CO2)cc1OC	-21%	.	.	-2%	.	.	.	-1%	0%	.
N#CCCN(C(=O)COC(=O)C1CCN(c2ccc(C(F)(F)F)cn2)CC1)c1ccc(F)cc1	12%	4	.	0%	.	-6%	2%	3%	-7%	.
CCCCN(CCCC)C(=O)C1(P(=O)(c2ccccc2)c2ccccc2)CCC1	2%	-1	-5%	-1%	-6%	21%	28%	-1%	0%	.
O=C(O)CCCN1C(=O)C2C3C=CC(C2C1=O)C1C(=O)N(CCCC(=O)O)C(=O)C31 (centres undefined)	0%	7	-3%	-9%	-11%	-1%	-17%	.	2%	4%
Cc1c(OCC(=O)N2CCC(C(N)=O)CC2)ccc2c3c(c(=O)oc12)CCC3	31%	0	-3%	-3%	20%	2%	20%	-1%	-2%	0%
CC1CCCN(S(=O)(=O)c2ccc(C(=O)Nc3nnc(-c4ccccn4)o3)cc2)C1 (centres undefined)	-15%	-7	-1%	-6%	-1%	10%	2%	0%	-3%	12%
CCn1c(Cn2nnc(-c3ccccc3)n2)nnc1SCC(=O)Nc1ccc(N(C)C)cc1	1%	-1	-1%	-4%	-8%	3%	3%	8%	-3%	2%
O=C(CCC1COc2ccccc2O1)N1CCCC1 (centres undefined)	-1%	2	-1%	0%	3%	-2%	7%	16%	0%	16%
Cc1ccc(NC(=O)CSc2nnc(-c3ccccn3)n2N)cc1F	-26%	-2	-1%	-1%	-11%	-1%	9%	0%	2%	.
CCC1CO/C(=C(\C(Cl)=C(Cl)Cl)[N+](=O)[O-])N1 (centres undefined)	17%	18	16%	-1%	-12%	-2%	7%	3%	-4%	1%
CCOC(=O)c1cc(-c2ccc(OC)cc2F)nc2c1c(C)nn2CCC#N	4%	-27	-10%	0%	17%	5%	-4%	-1%	134%[activator]	14%
COc1ccc(C(NC(N)=O)c2ccccc2)cc1 (centres undefined)	-9%	-5	-9%	-4%	-4%	-3%	0%	.	0%	12%
CC(C)(C)C(=O)Cn1ncc(Cl)c(Cl)c1=O	-59%[inhibitor]	32	0%	-8%	.	2%	-4%	-22%	-4%	-4%
CCOCCc1nnc(NC(=O)c2cccc(F)c2)s1	15%	5	3%	-3%	4%	-4%	1%	4%	3%	0%
NC(=O)CC(NC(=O)Cc1ccc(Br)cc1)c1ccc(NCCc2cccc(F)c2)c([N+](=O)[O-])c1 (centres undefined)	-14%	0	-4%	-2%	-5%	-1%	5%	5%	-3%	.
CCC(c1nnnn1C1CCCC1)N1CCN(Cc2ccccc2)CC1 (centres undefined)	0%	-20	2%	-2%	-9%	3%	-3%	6%[46.1 µM]	3%	-15%
CCNC(=S)NCc1ccc(OC)c(OC)c1	?	-10	-5%	0%	1%	-6%	1%	-2%	1%	-18%
CCC(CC)NC(=O)COC(=O)c1ccc(OCC(=O)Nc2ccccc2OC)c(OC)c1	14%	5	11%	-2%	2%	-5%	0%	1%	3%	-6%
O=C(Cn1c2c(c(-c3ccccc3Cl)cc1=O)CCC2)NCCCN1CCOCC1	-13%	1	8%	-3%	0%	0%	1%	-4%	10%	.
CCN(Cc1cccc(OC)c1)CC1CCCN(CCc2cccc(OC)c2)C1 (centres undefined)	-55%[inhibitor]	-2	13%	2%	-4%	-4%	6%	-3%	6%	?
Cc1ccc(NC(=O)Cn2cnc3c(cnn3C(C)(C)C)c2=O)cc1	15%	3	2%	-8%	-3%	4%	3%	1%	0%	21%
CC(=O)c1c(C)[nH]c(C(=O)CSc2nnc(-c3cccs3)n2Cc2ccccc2)c1C	3%[7.66 µM]	29	8%	-6%	0%	?	7%	-2%	-10%	.
Cc1cc(C(=O)CCl)c(C)n1CCc1ccc(Cl)cc1	-59%[inhibitor]	-14	33%[activator]	-2%	1%	-23%	5%	.	0%	?
O=C(CN(CC1CCCO1)C(=O)CNS(=O)(=O)c1ccc(Cl)cc1)NCCc1ccccc1 (centres undefined)	17%	-6	2%	-9%	4%	-5%	2%	-20%	-2%	-22%
Cn1c(SCC(=O)NC2CCS(=O)(=O)C2)nc2ccccc21 (centres undefined)	12%	2	.	-2%	.	.	10%	-3%	-2%	.
COC(=O)c1[nH]c2ccccc2c1Sc1ccccc1	-11%	-7	-13%	1%	105%[activator]	-9%	-4%	0%	6%	-15%
COc1cccc(CC(NC(C)=O)C(=O)NC2CCN(c3nnnn3-c3ccccc3)CC2)c1 (centres undefined)	8%	7	3%	-8%	?	-1%	-3%	8%	3%	?
CC(=O)Nc1ccc(-c2cn3cc(C)ccc3n2)cc1	2%	1	12%	-4%	-2%	0%	-2%	9%[46.1 µM]	8%	-8%
CCn1ncc(C2=NOC(C(=O)N3CCN(c4ccccc4)CC3)C2)c1C (centres undefined)	11%	12	4%	-4%	2%	0%	2%	3%	1%	?
Cc1ccc(CNS(=O)(=O)c2cn(C)cn2)cc1	6%	-12	1%	1%	-8%	1%	.	7%	3%	3%
CC(=O)Nc1cccc(NC(=O)c2cc(Cl)ccc2Cl)c1	-10%	-5	-3%	-1%	-8%	3%	3%	-4%	0%	2%
O=C(CNC(=O)Cc1ccccc1)NCC(=O)OCc1ccc(C(=O)c2ccccc2)cc1	-10%	-1	-2%	-5%	-1%	1%	-5%	-4%	-2%	?
Cc1cc(C)c2[nH]c(=O)c(C(c3nnnn3C3CCCC3)N3CCOCC3)cc2c1 (centres undefined)	.	48	-4%	.	16%	-4%	5%	.	.	2%
Cc1ccc(C(C(=O)NCCc2ccccc2)N(C(=O)c2csnn2)C2CC2)o1 (centres undefined)	0%	-4	4%	-9%	-3%	2%	9%	18%	-1%	-12%
COc1ccc(/C=N/NC(=O)CSc2nnc(CCCc3ccc(OC)c(C)c3)o2)cc1	-5%	-1	4%	1%	-8%	8%	-21%	-4%	-16%	7%
COc1ccc(CNc2ccc(-c3ccccc3OC)nn2)cc1	9%	-6	18%	-2%	5%	7%	4%	.	-1%	?
CN1CCN(CC(=O)Nc2ccc(OCc3ccccc3)cc2)CC1	.	2	-3%	.	8%	-2%	-5%	.	.	-12%
